# TbHK1 inh – blocks Trypanosoma brucei hexokinase 1 activity; recombinant TbHK1, G6PDH-coupled NADH A340; inhibition, % at 10 µM; actives 0.11% (n = 220,000);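 active = inhibition of 50% or more in the single-dose primary screen; inactive = inhibition below 50%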
# PPC-1+TRAIL kill – kills PPC-1 cancer cells in the presence of TRAIL; PPC-1 cells + TRAIL, ATPLite viability luminescence; cell killing (% activity), % at 4 µM; actives 0.41% (n = 220,000);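 active = cell killing above 50% in the first pass at 4 µM, then a duplicate retest at 5 µM averaging 50% or more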;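 also: plate controls were cells with TRAIL plus DMSO for no effect and medium-only wells lacking cells for full effect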
# NCF1 inh – blocks human p47phox regulatory protein of NADPH oxidases; P14598; p47phox/p22phox peptide binding, fluorescence polarization, 2 h; inhibition, % at 24.7 µM; actives 0.53% (n = 220,000);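 active = inhibition above about 30%, limit read from the data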;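 also: 0% = p47phox with labelled peptide and 100% = labelled peptide alone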
# BaF3 tox – reduces parental Ba/F3 cell viability, JAK2V617F counter-screen; CellTiter-Glo ATP luminescence; inhibition, % at 5.6 µM; actives 1.1% (n = 220,000);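 active = inhibition above a per-campaign cutoff, the mean inhibition of all tested compounds plus 3 SD, cut at about 27% in these data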;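 also: 0% = DMSO wells and 100% = JAK Inhibitor I control wells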
# Ba/F3 V617F tox – lowers viability of Ba/F3 cells expressing EpoR and JAK2V617F. AID 1446. inhibition, % at 5.6 µM. actives 1.1% (n = 220,000). ATP luminescence;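 active = inhibition above the campaign mean plus 3 SD over all tested compounds, cut at about 24% in these data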;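 also: cytokine-independent growth of Ba/F3 cells driven by EpoR plus mutant JAK2; 0% = DMSO-treated cells and 100% = JAK inhibitor I control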
# RBBP9 inh – inhibitors of human serine hydrolase RBBP9; O75884; recombinant RBBP9, FP-Rh probe fluorescence polarization; inhibition, % at 7.94 µM; actives 0.2% (n = 220,000); AID 1515;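 active = inhibition above the campaign mean of all tested compounds plus 3 SD, cut at about 14% in these data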;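 also: plate controls were DMSO wells with RBBP9 for no effect and wells lacking RBBP9 protein for full effect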
# Target sequence (O75884 whole entry, looked up): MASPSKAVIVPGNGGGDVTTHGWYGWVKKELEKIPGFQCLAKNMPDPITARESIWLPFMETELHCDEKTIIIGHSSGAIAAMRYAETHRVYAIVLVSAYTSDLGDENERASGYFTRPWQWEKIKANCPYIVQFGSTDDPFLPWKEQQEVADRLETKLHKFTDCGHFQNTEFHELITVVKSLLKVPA
#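 Assay system: recombinant human RBBP9; Reagent: Serine-hydrolase probe FP-Rh, 375 nM pre-mixing; Doses: 7.94 µM single dose, 0.794% DMSO; Incubation: 30 min then 45 min, 25 °C; Detection: fluorescence polarization (mP), excitation 525 nm, emission 598 nm; Evaluation: percent inhibition from mP, scaled between DMSO and no-protein wells.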
# PGE2 EP2 inh – inhibitors of human EP2 prostaglandin E2 receptor; P43116; C6 glioma cells expressing human EP2, cAMP TR-FRET; cells stimulated with saturating PGE2; inhibition, % at 25 µM; actives 0.52% (n = 260,000); AID 1422;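 active = percent inhibition above 40 after rounding to a whole number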;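 also: rat C6 glioma host cells with rolipram phosphodiesterase inhibitor present; the protocol text gives 20 µM as final concentration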
# Furin inh – human furin inhibition; P09958; actives 0.061% (n = 220,000); inhibition, % at 30 µM; purified furin, fluorogenic substrate cleavage; in the data active = inhibition above about 25%; also: inactives centre near -15
# p97 ATPase inh – blocks human p97 ATPase activity; P55072; recombinant p97 ATPase, Kinase-Glo ATP luminescence, 3 h; inhibition, % at 8 µM; actives 0.42% (n = 220,000); AID 1481; in the data active = inhibition above about 15%;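 also: 0% = DMSO vehicle and 100% = wells lacking enzyme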
# Target sequence (P55072 whole entry, looked up): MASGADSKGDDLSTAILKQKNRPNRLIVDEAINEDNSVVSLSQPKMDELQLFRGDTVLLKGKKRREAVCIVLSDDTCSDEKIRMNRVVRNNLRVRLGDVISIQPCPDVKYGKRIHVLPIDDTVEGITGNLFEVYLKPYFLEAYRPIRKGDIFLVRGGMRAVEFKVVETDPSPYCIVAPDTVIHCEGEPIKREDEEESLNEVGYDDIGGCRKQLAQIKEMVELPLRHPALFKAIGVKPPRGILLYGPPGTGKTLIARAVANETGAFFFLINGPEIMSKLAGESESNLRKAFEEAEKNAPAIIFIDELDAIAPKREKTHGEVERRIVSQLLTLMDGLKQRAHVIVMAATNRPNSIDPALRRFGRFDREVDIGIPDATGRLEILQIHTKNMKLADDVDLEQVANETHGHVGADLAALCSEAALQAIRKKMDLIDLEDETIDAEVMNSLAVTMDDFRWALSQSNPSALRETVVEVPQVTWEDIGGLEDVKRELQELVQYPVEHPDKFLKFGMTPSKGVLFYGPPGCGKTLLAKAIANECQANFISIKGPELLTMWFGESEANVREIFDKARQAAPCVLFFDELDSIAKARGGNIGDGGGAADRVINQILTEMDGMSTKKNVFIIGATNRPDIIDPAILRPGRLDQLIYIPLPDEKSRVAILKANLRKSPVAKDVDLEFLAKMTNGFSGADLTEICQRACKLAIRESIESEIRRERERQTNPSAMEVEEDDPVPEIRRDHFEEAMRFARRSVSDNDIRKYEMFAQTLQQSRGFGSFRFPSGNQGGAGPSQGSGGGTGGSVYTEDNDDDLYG
# * hit, by the source's call; · = no result given; & = joins results of further samples; [ ] = remark or other dose.
SMILES,TbHK1 inh,PPC-1+TRAIL kill,NCF1 inh,BaF3 tox,Ba/F3 V617F tox,RBBP9 inh,PGE2 EP2 inh,Furin inh,p97 ATPase inh
O=C(Nc1ccc(-c2csnn2)cc1)C1CC1,1,12,0,-4,8,-5,9,-3,-6
CC1(C)CCc2c([nH]c3ccccc3c2=O)O1,1,19,9,-3,2,0,19,-20,0
NNC(=O)c1cc2c(ccc3ccccc32)o1,1,16,-5,5,-1,-2,6,-21,1
Cn1c(CNC(=O)c2ccccc2F)nnc1SCC(=O)N1CCN(c2ccccc2)CC1,-1,10,-135,3,1,-9,8,-16,-2
Cc1nn(Cc2ccccc2)c(N)c1-c1ccccc1,2,25,-7,2,2,-8,10,-13,0
CCS(=O)(=O)N1CCCC(C(=O)N2CCc3ccccc3C2)C1 (stereo unspecified),-5,-6,-7,0,-4,-8,·,-18,7
Cc1cccc(NC(=O)c2sc3nc(N)c(C#N)cc3c2N)c1,-10,37,-34,8,1,-5,4,-15,9
N#C/C(=C/c1ccc(N2CCCCC2)cc1)c1cccc(F)c1,2,20,-26,2,-1,-13,4,-7,1
C=CCNC(=O)c1cc2c(=O)c3ccccc3oc2nc1C,-4,-14,-19,2,-2,-10,6,-17,0
Cc1ccc(NS(=O)(=O)c2cc(C(=O)N3CCOCC3)ccc2C)cc1,-1,15,-8,10,1,-3,9,-11[20 µM],-1
CCC(=O)Nc1ccc2c(c1)nc1n2CCSC1,-5,18,-6,4,-2,-10,9,-26,2
O=C(N/N=C/c1cc(Cl)cc([N+](=O)[O-])c1O)C1CC1,-2,9,-7,0,-2,-6,14,-5,-9
CCCCCC(=O)NC(=S)NNC(=O)c1ccc([N+](=O)[O-])cc1,-2,-14,-4,3,-2,-5,4,-16,3
CCC(C)(C(=O)NC1CCCC1)N(CC1CCCO1)C(=O)c1ccc2c(c1)OCO2 (stereo unspecified),1,-3,-6,3,2,-2,10,-12,-3
C[N+]1(CC(=O)Nc2ccccc2Cl)CCN(C(=O)c2cccs2)CC1,-2,16,94*,2,0,-1,9,-14[20 µM],4
Cc1cccc(C(=O)c2cccc(C)c2)c1,-4,16,-6,-1,-4,-3,5,-28,7
COc1cc2[nH]c(=O)n(CCCCCC(=O)N3CC=C(c4ccccc4)CC3)c(=O)c2cc1OC,-9,13,-8,5,-3,-8,6,-12[20 µM],1
COC(=O)c1c([N+](=O)[O-])c(OC)c(OC)c(OC)c1[N+](=O)[O-],-5,24,0,3,-1,-9,5,-15,-1
CC1CCC2(CC1)NC(=O)N(CC(=O)Nc1sc3c(c1C(N)=O)CCC3)C2=O (stereo unspecified),-5,20,-28,-2,-1,13,3,-20,9
CN1CCN(CCCc2c3c(cc4c2CCC4)CCC3)CC1,9,22,-3,5,-1,-3,4,-13,5
NC1=NC(=O)/C(=C\C=C\c2ccccc2)S1,-19,1,-28,1,6,-8,7,-17,-4
O=c1c2ccccc2[nH]c2ccccc12,-3,-2,-1,10,0,-1,9,-41,7
CN(C)CCCNS(=O)(=O)c1ccc(Oc2ncc(C(F)(F)F)cc2Cl)cc1,3,33,-8,11,-1,-8,13,-17[20 µM],-5
CC1CCCCN1c1cc(C#N)c(C#N)cc1[N+](=O)[O-] (stereo unspecified),-4,-6,2,1,-1,-8,12,-14[20 µM],2
Cc1ccc(CSCC(=O)NN=C2CCN(C)CC2)cc1,0,31,-4,6,4,-2,1,-15,-6
COc1ccc(-c2nnc(SCC(=O)N3c4ccccc4Sc4ccccc43)o2)cc1,-5,14,-23,3,-1,3,3&9,-9[20 µM],4
CCCCn1c(N)c(N(CCOC)C(=O)COc2ccc(Cl)cc2)c(=O)[nH]c1=O,2,-3,-14,6,2,0,2,-15,2
CN(C)S(=O)(=O)c1cccn1-c1ncc(C(F)(F)F)cc1Cl,36,5,-6,0,-3,-14,14,-6[20 µM],-3
N#C/C(=N\Nc1ccc(Cl)c(Cl)c1)C(=O)C1CC1,-4,34,-3,3,2,-8,8,-18,6
COc1ccc(N)cc1C#N,-10,14,3,7,-2,-11,13,-24,-1
COc1ccc(N/C=C2/Sc3ccccc3NC2=O)cc1,-8,27,-18,9,2,-1,9,-28,6
COc1ccc(CC(=O)N2CCN(C(=O)c3ccco3)CC2)cc1,5,17,-11,4,0,-6,11,-14[20 µM],5
COC(=O)C1=C(C)N(Cc2ccc(C)cc2)C(=O)C1,5,-1,3,6,0,-9,7,-8[20 µM],-2
CC(c1ccc(F)cc1)n1c(-c2ccc3ccccc3n2)n[nH]c1=S (stereo unspecified),0,7,0,1,1,-2,5,-7[20 µM],-1
O=C(c1ccccc1F)N(Cc1ccc(F)cc1)C1CCS(=O)(=O)C1 (stereo unspecified),5,-1,-16,-2,-2,-2,6,-27,-2
Cc1onc(-c2ccccc2)c1CNC(=O)Nc1ccccc1,-6,18,-7,1,0,-8,7,-15,4
CCOc1ccccc1-c1cc(C(=O)N/N=C/c2ccc(O)c(OC)c2)c2ccccc2n1,-15,-1,-12,7,0,-8,4,-7,4
CCc1ccc(NCCC(=O)c2ccc(Br)cc2)cc1,-5,13,-2,7,0,-5,9,-15,-5
CN(CC(=O)Nc1ccc(Cl)cc1)CC(=O)Nc1cc(Cl)ccc1C#N,-3,7,-8,6,-1,-5,5,-11,0
CCN(CC(=O)Nc1ccc(Cl)c(C(F)(F)F)c1)CC(=O)NC1CCS(=O)(=O)C1 (stereo unspecified),-4,8,-1,1,0,0,6,-11,1
Cc1cccc(C(=O)NN(C)c2nc(-c3ccccc3)nnc2C(F)(F)F)c1,-14,-7,-11,7,-1,-11,7,-17,1
CCCCn1ccnc1C,-10,3,-7,3,-2,-5,6,-24,2
O=C(Nc1c[nH]c(=O)[nH]c1=O)c1ccc2c(c1)C(=O)N(c1cccc([N+](=O)[O-])c1)C2=O,56*,10,-36,-1,-3,3,7,-13,7
CC1CCN(Cc2ccc(NC(=O)CC3Oc4ccccc4NC3=O)cc2)CC1 (stereo unspecified),4,23,-16,-2,1,-3,16,-35,4
CCN(CC)CCN(C(=O)c1ccc2c(c1)CCCC2)c1nc2ccc(F)cc2s1,14,24,-9,3,-2,-5,10,-21,6
CCNc1nc(C)cc(COC)c1C#N,-19,5,-13,5,1,-6,13,-36,-2
COC(=O)c1ccc(C(=O)OC)c(NC(=S)N2CCN(c3cccc(Cl)c3)CC2)c1,33,5,-16,2,-3,-5,3,-8,-2
COc1ccc(C(=O)NC(=S)N2CC(C)OC(C)C2)cc1OC (stereo unspecified),-1,9,-1,5,3,-7,11,-10,2
Cc1nc(Nc2ccc(S(N)(=O)=O)cc2)oc1C,-7,0,-11,5,-2,8,8,2,2
O=C(Nc1ncc(Cc2ccc(SC(F)F)cc2)s1)c1ccc(OC(F)F)cc1,-5,3,-14,3,-4,-6,15,3,4
O=C1c2ccc3c4c(ccc(c24)C(=O)N1c1cccc(O)c1)CC3,-2,4,-47,6,1,-1,11,-12,4
CC/C(=N/O)C(=O)c1ccc(Br)cc1,2,2,5,5,2,-2,7,-20,-5
CC(C)NCC(O)COCCOc1ccc(C(C)(C)C)cc1 (stereo unspecified),-4,19,-8,6,0,-5,7,-17,-1
COc1cccc(-c2nc(CS(=O)(=O)CC(=O)Nc3cccc(C)c3C)c(C)o2)c1,-4,21,-8,4,0,-6,7,-29,2
CS(=O)(=O)c1ccccc1-c1nc(-c2cccc(Cl)c2)no1,0,3,-11,7,4,3,7,-14,1
COC(=O)Nc1nnc(Cc2ccc(OC)cc2)s1,-4,22,-11,1,2,-4,10,-14,-2
COc1ccc(NC(=O)CCNS(=O)(=O)c2cccc3nsnc23)cc1,0,7,-6,6,-3,-10,6,-31,5
Cc1nc2sc(C(N)=O)c(N)c2c(C)c1CC(=O)c1ccccc1,-8,·,4,-6,-4,4,20,-16,10
CCC(=O)OCC(=O)Nc1ncc(C(F)(F)F)cc1Cl,0,2,-15,4,-4,-5,5,-12,7
COc1ccc(NC(=O)C2CCN(c3cc(C)nc(-c4ccccc4)n3)CC2)cc1,-11,19,-19,4,3,-4,14,-13[20 µM],-3

# A draw from above in order of formula weight, falling.
SMILES,TbHK1 inh,PPC-1+TRAIL kill,NCF1 inh,BaF3 tox,Ba/F3 V617F tox,RBBP9 inh,PGE2 EP2 inh,Furin inh,p97 ATPase inh
COc1cc2[nH]c(=O)n(CCCCCC(=O)N3CC=C(c4ccccc4)CC3)c(=O)c2cc1OC,-9,13,-8,5,-3,-8,6,-12[20 µM],1
CCc1ccc(NCCC(=O)c2ccc(Br)cc2)cc1,-5,13,-2,7,0,-5,9,-15,-5
Cc1nc(Nc2ccc(S(N)(=O)=O)cc2)oc1C,-7,0,-11,5,-2,8,8,2,2

# Next section.
SMILES,TbHK1 inh,PPC-1+TRAIL kill,NCF1 inh,BaF3 tox,Ba/F3 V617F tox,RBBP9 inh,PGE2 EP2 inh,Furin inh,p97 ATPase inh
CCCNC(=O)CN(c1cccc(F)c1)S(C)(=O)=O,-3,12,-1,9,8,-3,12,-3,-6
COC(=O)c1ccc(CSc2nnc(-c3c[nH]c4ccccc34)n2-c2ccccc2)cc1,1,4,-13,8,3,-10,16,-4,6
COC(=O)c1ccccc1NC(=O)C1CCCN(S(C)(=O)=O)C1 (stereo unspecified),2,7,-4,5,-1,-6,1,-17[20 µM],5
CC12CN3CCN(CC(C3)/C1=N\N=C1/C3CN4CCN(C3)CC1(C)C4)C2,37,18,-2,1,-1,1,8,-11,3

# In the list so far, these have a Cl atom.
SMILES,TbHK1 inh,PPC-1+TRAIL kill,NCF1 inh,BaF3 tox,Ba/F3 V617F tox,RBBP9 inh,PGE2 EP2 inh,Furin inh,p97 ATPase inh
O=C(N/N=C/c1cc(Cl)cc([N+](=O)[O-])c1O)C1CC1,-2,9,-7,0,-2,-6,14,-5,-9
C[N+]1(CC(=O)Nc2ccccc2Cl)CCN(C(=O)c2cccs2)CC1,-2,16,94*,2,0,-1,9,-14[20 µM],4
CN(C)CCCNS(=O)(=O)c1ccc(Oc2ncc(C(F)(F)F)cc2Cl)cc1,3,33,-8,11,-1,-8,13,-17[20 µM],-5
CCCCn1c(N)c(N(CCOC)C(=O)COc2ccc(Cl)cc2)c(=O)[nH]c1=O,2,-3,-14,6,2,0,2,-15,2
CN(C)S(=O)(=O)c1cccn1-c1ncc(C(F)(F)F)cc1Cl,36,5,-6,0,-3,-14,14,-6[20 µM],-3
N#C/C(=N\Nc1ccc(Cl)c(Cl)c1)C(=O)C1CC1,-4,34,-3,3,2,-8,8,-18,6
CN(CC(=O)Nc1ccc(Cl)cc1)CC(=O)Nc1cc(Cl)ccc1C#N,-3,7,-8,6,-1,-5,5,-11,0
CCN(CC(=O)Nc1ccc(Cl)c(C(F)(F)F)c1)CC(=O)NC1CCS(=O)(=O)C1 (stereo unspecified),-4,8,-1,1,0,0,6,-11,1
COC(=O)c1ccc(C(=O)OC)c(NC(=S)N2CCN(c3cccc(Cl)c3)CC2)c1,33,5,-16,2,-3,-5,3,-8,-2
CS(=O)(=O)c1ccccc1-c1nc(-c2cccc(Cl)c2)no1,0,3,-11,7,4,3,7,-14,1
CCC(=O)OCC(=O)Nc1ncc(C(F)(F)F)cc1Cl,0,2,-15,4,-4,-5,5,-12,7

# From PubChem

# An excerpt (hit frequency here may not be typical).
